M4 PAM – CHRM4 positive allosteric modulation; CHO-K1 hM4/Gqi5, Fluo-8 calcium fluorescence, ACh EC20; 0% = ACh EC20, 100% = maximal ACh; actives 0.4% (n = 360,000); activation, % at 3 µM; P08173;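 active = activation above its plate's cutoff, the mean activation of sample wells plus 3 SD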; also: some results filed as inactive read as strong as hits
TAAR1 antag – human TAAR1 antagonism | actives 1.5% (n = 360,000) | inhibition, % at 3 µM | AID 624466 | CHO RD-HGA16 TAAR1, Fluo-8 calcium fluorescence, antagonist | Q96RJ0;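 active = inhibition above a per-plate cutoff, the mean inhibition of test compounds on that plate plus 3 SD, cut at about 49% in these data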;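 also: 0% = DMSO plus EC80 beta-PEA response and 100% = DMSO alone without agonist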
Target sequence (Q96RJ0 whole entry, looked up): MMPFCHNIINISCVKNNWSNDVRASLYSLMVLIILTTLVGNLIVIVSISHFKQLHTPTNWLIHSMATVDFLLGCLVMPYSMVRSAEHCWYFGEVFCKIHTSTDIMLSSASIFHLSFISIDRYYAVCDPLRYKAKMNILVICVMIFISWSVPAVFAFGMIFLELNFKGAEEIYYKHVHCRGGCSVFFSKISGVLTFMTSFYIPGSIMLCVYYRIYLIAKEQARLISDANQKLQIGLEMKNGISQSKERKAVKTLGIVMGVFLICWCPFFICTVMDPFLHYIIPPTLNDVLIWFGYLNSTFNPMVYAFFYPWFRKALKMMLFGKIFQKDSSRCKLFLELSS
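Test system: CHO RD-HGA16 cells bearing hTAAR1 | Reagent: β-PEA, EC80 | Compound dosing: 3 µM, single point | Schedule: Dye loading 75 min at 37 °C, then 30 min room temperature | Signal: Calcium fluorescence with Fluo-8 | Evaluation: Percent inhibition of PEA-evoked calcium signal, max/basal emission ratio | Control set: DMSO-only wells and EC80 β-PEA-stimulated wells | Repeats: Singlicate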
CHRM5 agonist – CHRM5 agonism in calcium assay; CHO-K1 hM5 cells, Fluo-8 calcium fluorescence; 0% DMSO wells, 100% maximal acetylcholine response; activation, % at 3 µM; P08912; actives 0.19% (n = 360,000);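 active = activation above the run's mean over test compounds plus 3 SD, cut at about 23% in these data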;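 also: signal is peak over basal fluorescence ratio across the kinetic read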
Target sequence (P08912 whole entry, looked up): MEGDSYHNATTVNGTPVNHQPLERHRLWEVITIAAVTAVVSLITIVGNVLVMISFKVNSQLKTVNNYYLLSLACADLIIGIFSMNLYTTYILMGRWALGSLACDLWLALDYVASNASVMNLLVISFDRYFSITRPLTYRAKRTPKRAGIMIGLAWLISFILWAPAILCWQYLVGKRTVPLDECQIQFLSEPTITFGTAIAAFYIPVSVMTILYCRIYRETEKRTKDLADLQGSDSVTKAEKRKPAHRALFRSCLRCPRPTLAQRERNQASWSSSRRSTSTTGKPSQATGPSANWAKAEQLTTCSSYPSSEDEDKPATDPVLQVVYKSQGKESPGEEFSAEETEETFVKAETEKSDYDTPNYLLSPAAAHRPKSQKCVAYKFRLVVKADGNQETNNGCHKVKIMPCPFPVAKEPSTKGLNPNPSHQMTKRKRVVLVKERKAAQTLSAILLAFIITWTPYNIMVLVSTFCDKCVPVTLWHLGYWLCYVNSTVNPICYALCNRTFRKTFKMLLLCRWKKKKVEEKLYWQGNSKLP
CRFR2-BP ag – CRF-BP/CRF-R2 complex agonism. HEK293 CRF-R2/CRF-BP, calcium dye fluorescence (FLIPR); percent of saturating CRF peptide response. activation, % at 13.2 µM. AID 588473. actives 0.46% (n = 350,000);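 active = activation of at least 50%, plus an integration ratio under a set limit after plate pattern correction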;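 also: plate controls were neutral control wells without compound for no effect and CRF at EC100 for full effect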
M5 PAM – CHRM5 positive allosteric modulation. P08912. CHO-K1 hM5, Fluo-8 calcium, ACh EC20 PAM; 0% = ACh EC20, 100% = ACh EC100. activation, % at 3 µM. actives 0.3% (n = 360,000). AID 624038;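 active = activation above the run cutoff, the mean activation of all test compounds plus 3 SD, cut at about 18% in these data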
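system = human M5 receptor in CHO-K1 cells | reagent = EC20 acetylcholine as agonist stimulus | compound dosing = single-point, 3 µM nominal | incubation = Fluo-8 loading 80 min at 37 °C plus 30 min room temperature | detection = Fluo-8 calcium dye fluorescence, kinetic read | benchmarks = low control EC20 acetylcholine (0%), high control EC100 acetylcholine (100%)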
CHO-K1 Ca PAM – nonselective activator or artifact in parental CHO-K1 calcium assay; ATP EC20, Fluo-8 calcium fluorescence; 0% at ATP EC20, 100% at ATP max; activation, % at 3 µM; actives 0.02% (n = 360,000); AID 602247;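 active = activation above the run cutoff, the mean activation of all test compounds plus 3 SD, cut at about 40% in these data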;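 also: peak over basal fluorescence ratio in a 140 s read after ATP addition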
TAAR1 agonist – agonists of human TAAR1; actives 0.99% (n = 360,000); CHO RD-HGA16 TAAR1, Fluo-8 calcium fluorescence; vehicle wells 0%, saturating PEA agonist 100%; AID 624467; activation, % at 3 µM;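 active = activation above the mean activation of all test compounds in the run plus 3 SD, cut at about 38% in these data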
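Test system: RD-HGA16 (CHO) cells co-expressing Gα16 and hTAAR1 | Doses: Single dose, 3 µM | Schedule: 17-24 h seeding, 75 min 37 °C dye, 30 min RT | Evaluation: % activation from peak over basal fluorescence ratio, DMSO-to-PEA scaled | Technique: Kinetic Fluo-8 calcium fluorescence | Benchmarks: Low control DMSO, high control PEA (EC100)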
CRFR2-BP antag – blocks CRF-induced signaling of the CRF-BP/CRF-R2 complex; HEK293 CRF-R2/CRF-BP, CRF-induced calcium fluorescence; inhibition, % at 11.8 µM; actives 0.59% (n = 350,000);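 active = inhibition of the ligand-induced calcium signal above about 50% at the single tested concentration, limit read from the data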
CHRM5 antagonist – CHRM5 antagonism in calcium assay | AID 624040 | inhibition, % at 3 µM | CHO-hM5 cells, Fluo-8 calcium fluorescence, ACh EC80 | actives 0.59% (n = 360,000);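 active = inhibition above a per-plate cutoff, the mean of that plate's test compounds plus 3 SD, cut at about 27% in these data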;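 also: 0% = acetylcholine EC80 with DMSO and 100% = DMSO without agonist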
Numbers without * were called inactive; / = not tested or not shown.

SMILES	M4 PAM	TAAR1 antag	CHRM5 agonist	CRFR2-BP ag	M5 PAM	CHO-K1 Ca PAM	TAAR1 agonist	CRFR2-BP antag	CHRM5 antagonist
O=C1/C(=C/c2ccccc2)N=C(N2CCOCC2)N1c1cccc(Cl)c1	-11	13	9	0.4	-3	14	18	-5	5
Cn1cnc([N+](=O)[O-])c1Sc1ccc(C(C)(C)C)cc1	-17	28	-2	14	-9	-1	42*	-29	-7
N#Cc1ccsc1NC(=O)C1=COCCO1	3	7	-1	-0.8	-1	-2	-3	7	1
COc1ccc(NC(=O)C2CCCN2S(=O)(=O)c2ccc(C)cc2)cc1 (stereo not given)	-14	0	-1	-0.7	-5	-6	1	10	3
C=CCOc1ccc(/C=N\NC(N)=S)cc1	-3	8	-3	0.3	-1	4	-1	3	11
CC(C)(C)OC(=O)C[C@H]1C/C=C\C[C@H](CC(=O)N[C@H](CO)Cc2ccccc2)C(=O)N2CCC[C@H]2COC1=O	3	-24	0	-1.4	-4	10	2	-11	-9
Cc1c(Cc2ccccc2)c(NCCCO)n2c(nc3ccccc32)c1C#N	-8	-12	-10	-1.0	-8	17	8	-3	12
COCC[N+]1(C)CCCCC1	-8	24	0	0.7	6	10	1	3	3
C=C(C)Cn1c(CCNC(=O)CCC)nc2ccccc21	2	-6	-1	0.5	2	6	12	17	-1
COc1ccc(S(=O)(=O)NC(=O)C2(C)CCN2C(=O)C2CCCCC2)cc1OC (stereo not given)	7	-28	2	/	-6	4	4	/	8
O=C(c1ccc2[nH]c(=O)c(=O)[nH]c2c1)N1CCc2ccccc21	5	6	0	-0.6	3	6	1	11	-2
COc1ccc(N2CCN(S(=O)(=O)c3ccc4c(c3)N(C(C)=O)CCO4)CC2)cc1	-6	-8	4	5.3	-6	-10	4	-3	0
CCn1c(=O)c2cc(C(=O)NCCOC)sc2c2ccccc21	1	7	0	-4.0	3	-6	1	27	1
CCOC(=O)c1c(C)[nH]c(C(=O)NNC(=O)c2ccccc2)c1C	-2	/	0	-2.4	-2	6	/	11	3
CCC(=O)Nc1c(-c2ccc(C)cc2)c(=O)c2ccccc2n1C	0	-10	-1	1.4	-4	13	-1	-20	6
C#CCNC(=O)C1=C[C@H](c2coc3ccccc3c2=O)C[C@H](OCCCCO)O1	2	-4	2	-0.6	-10	6	9	-15	15
C/C(=N\NC(=O)c1ccccc1F)c1ccc(C#N)cc1	-6	4	1	-0.7	-3	-16	0	1	9
O=S(CC(O)c1ccccc1)c1ccccc1 (stereo not given)	-4	-7	1	0.1	0	-1	4	1	8
Cc1ccc(OCC(=O)NNC(=O)CCC(=O)NCc2ccccc2)cc1	4	11	0	-1.5	2	17	2	9	-5
Cc1ccc(C(=O)Nc2ccc(S(=O)(=O)NC3=NCCCCC3)cc2)c(C)c1	2	6	2	-1.1	7	6	-1	5	-16

3 compounds from above, showing only TAAR1 antag and M5 PAM.
Compound | TAAR1 antag | M5 PAM
COc1ccc(NC(=O)C2CCCN2S(=O)(=O)c2ccc(C)cc2)cc1 (stereo not given) | 0 | -5
C=CCOc1ccc(/C=N\NC(N)=S)cc1 | 8 | -1
CC(C)(C)OC(=O)C[C@H]1C/C=C\C[C@H](CC(=O)N[C@H](CO)Cc2ccccc2)C(=O)N2CCC[C@H]2COC1=O | -24 | -4

Going on with the list:
SMILES	M4 PAM	TAAR1 antag	CHRM5 agonist	CRFR2-BP ag	M5 PAM	CHO-K1 Ca PAM	TAAR1 agonist	CRFR2-BP antag	CHRM5 antagonist
O=[N+]([O-])c1cccc(CNCc2ccccc2)c1	4	-22	1	0.1	0	-7	0	2	10
CC(C)c1nnc(NC(=O)CCC2CCCCC2)s1	5	-12	-2	0.4	4	12	0	-18	8
COc1ccccc1C(=O)NNC(=O)c1ccc(Br)cc1	0	-4	0	0.3	3	-1	0	0	-7
COc1ccc(NS(=O)(=O)c2ccc(NC(C)=O)cc2)nn1	-5	1	1	-0.6	13	5	4	14	-5
Cc1ccc([C@H]2C[C@H](O)[C@@H](n3cc(C4CC4)nn3)CN2C(=O)C2CCCCC2)cc1	5	-11	0	-0.6	0	18	3	-16	-2
O=C(NNc1nc(-c2ccccc2)cs1)c1ccco1	1	1	-3	-0.3	-3	15	1	5	-1
ON1C(c2ccccc2)CC2(O)c3nonc3CCC12 (stereo not given)	4	1	1	0.6	-3	-8	4	4	-1
COc1cccc(NC(=O)COC(=O)CCn2c(C)csc2=O)c1	3	-8	3	-1.1	-5	20	1	1	1
Cc1cccc(-c2noc(CNC(=O)Nc3ccc(F)cc3)n2)c1	-3	-1	5	0.2	2	0	16	-2	-5
COc1ccc(CCNC(=O)c2ccc(NS(=O)(=O)c3ccc4[nH]c(=O)[nH]c4c3)cc2)cc1OC	5	-16	-2	0.9	2	5	5	-2	3
COc1ccc(S(=O)(=O)NN(C)C)cc1N(C)S(=O)(=O)c1ccc(Cl)cc1	-7	5	2	-0.5	2	17	2	-9	-2
O=C1NCCN/C1=C\C(=O)c1cccc(Br)c1	27	-24	9	-2.3	17	-18	1	10	-17
COc1ccc(/C=N/OCc2nc3c4c(ncn3n2)Oc2ccc3ccccc3c2C4c2ccccc2)cc1 (stereo not given)	-1	2	-1	3.5	1	12	7	-3	-1
CCOC(=O)C1=C(C)NC2=C(C(=O)OC2)C1c1ccccc1 (stereo not given)	4	0	-3	-1.7	0	12	0	-10	4
CCCN(CCC)CC(O)Cn1cc(/C=C/C(=O)c2cccs2)c2ccccc21 (stereo not given)	-1	-7	1	33	-3	15	5	-49	3
O=C(CSc1nc(C2CC2)nc2ccccc12)N1CCCCC1	-1	7	1	1.0	8	11	7	-3	-4
Cc1nc(SCC(=O)Nc2cccnc2Cl)nc(C)c1C	4	-16	-4	-0.8	2	13	1	10	10
CSc1nsc(SC)c1C(=O)NCCNS(=O)(=O)c1ccc(C)cc1	-7	-40	0	2.5	4	28	0	1	0
O=S(=O)(Nc1nc2ccccc2s1)c1ccc(Br)s1	0	-18	1	0.3	-17	1	-1	43	10
O=C(COC(=O)c1ccc2ccccc2c1O)NCc1ccccc1	14	3	2	-0.8	4	7	-1	-5	-2
COc1ccc(C)cc1NC(=O)Nc1cnccn1	-2	10	-1	-0.6	1	-1	0	3	3
CC(NC(=O)c1cccc(S(=O)(=O)N2CCc3ccccc32)c1)c1ccco1 (stereo not given)	2	15	-9	-0.4	-4	6	5	-8	3
CCCN1C(=O)C(O)(C2COC(C)(C)CC2=O)c2ccccc21 (stereo not given)	2	-15	0	0.6	0	9	0	5	9
CNS(=O)(=O)c1cccc(C(=O)OCCCOC(=O)c2cccc(S(=O)(=O)NC)c2)c1	-9	0	3	-0.6	-11	-4	6	-8	20
COc1cc2c(c(OC)c1OC)-c1c(cc3c(c1OC)OCO3)C[C@H](C)[C@@](C)(O)C2	7	-7	2	-2.0	-2	5	3	8	-2
Cc1cc(-c2nnc(-c3cccc(C(F)(F)F)c3)o2)no1	-21	-20	2	0.2	-14	-4	0	13	16
CCC(C)NC(=O)Cn1cnc2sc(C)cc2c1=O (stereo not given)	19	3	1	-1.4	11	10	4	-4	-3
CCOc1cc(N2CCOCC2)c(OCC)cc1NC(=O)CSc1cccc[n+]1[O-]	4	0	-1	4.5	3	16	0	1	1
NNC(=O)C1CCN(S(=O)(=O)c2ccc(Cl)cc2)CC1	-30	-15	4	-4.5	-4	0	0	7	3
COc1ccc([N+](=O)[O-])cc1NC(=O)Cc1ccccc1Cl	0	-27	-5	-2.0	2	6	11	31	4
c1ccc(Oc2nc(Oc3ccccc3)nc(N3CCOCC3)n2)cc1	-1	10	0	3.4	1	13	23	-1	-4
CC(C)C(=O)Nc1ccc([N+](=O)[O-])cc1Br	2	0	-1	0.0	-1	-2	1	20	2
O=C(N1CCCC1)C12CC3CC(C1)CC(C(=O)N1CCCC1)(C3)C2	-6	3	-3	-2.5	9	24	0	-5	-26
CC(C)CNC(=O)COc1ncnc2ccccc12	13	18	4	-2.0	6	16	6	23	-4
CCOC(=O)CN1C(=O)c2ccccc2Sc2ncccc21	2	-19	-3	-1.4	0	16	6	9	-1
Cc1ccc(C(=O)C(C)OC(=O)c2ccc(Cl)nc2)cc1 (stereo not given)	-7	-8	1	-0.9	-2	-16	0	-6	-3
CN(C)S(=O)(=O)c1ccc(C(=O)Nc2nc(-c3ccccc3)c(C(=O)c3ccccc3)s2)cc1	4	3	2	-1.6	-4	-14	1	26	6
Cc1c([N+](=O)[O-])cc(C(=O)Oc2cccc(C(=S)N3CCOCC3)c2)cc1[N+](=O)[O-]	-6	-5	0	-1.1	1	13	-1	-14	-17
CCOc1ccc(OCC(=O)NCCc2nc3ccccc3[nH]2)cc1	4	-2	-2	-0.1	-1	0	2	-8	8
COCCCNC(=O)C[C@@H]1C[C@@]2(C(=O)OC)CC(C)(C)CC=C2N(Cc2ccco2)C1=O	5	-15	1	/	-5	/	2	/	-1
COC(=O)c1ccccc1NC(=O)Cn1cc2c(n1)CCC(C)C2 (stereo not given)	3	-33	2	-3.5	0	17	4	-12	-4
O=C(c1cc(-c2ccncc2)nc2ccccc12)N1CCN(c2ccccn2)CC1	-5	34	5	-5.8	-10	-2	21	-8	6
O=C(NCCN1CCN(C(=O)c2cccs2)CC1)C(=O)Nc1ccc(Br)cc1	-2	12	0	-1.5	0	12	-2	1	1
O=C1CC(c2ccco2)Cc2nc(N3CCN(Cc4ccc5c(c4)OCO5)CC3)ncc21 (stereo not given)	4	-3	-10	2.1	-7	18	2	14	-7
CC(=O)NNS(=O)(=O)c1ccccc1[N+](=O)[O-]	3	9	-1	-1.3	6	21	0	8	-12
COc1ccc(C(=O)N/C(=C/c2cccnc2)C(=O)N2CCN(C)CC2)cc1OC	5	-23	-2	-1.5	7	6	3	3	-5
CC(=O)c1ccc(NC(=O)CCC(=O)OCC(F)(F)C(F)F)cc1	1	-1	0	-1.1	1	1	6	-5	3
COc1ccc(NC(=O)c2sc(=O)n(Cc3ccccc3C#N)c2C)cc1OC	1	31	6	/	-6	14	7	/	-1
O=C(/C=C/c1ccccc1)OCC(=O)c1c[nH]c2ccccc12	1	20	-5	3.8	-15	9	2	-7	10
O=C(Cn1cc(C(F)(F)F)ccc1=O)NCC1CCCO1 (stereo not given)	10	-26	3	2.5	3	15	3	1	1
O=C(CSc1ccccn1)N1CCN(C(=O)CSc2ccccn2)CC1	-3	19	-2	0.0	-5	12	0	-2	1
